High-throughput results: PubChem BioAssay, several laboratories
NR2F2 inh – inhibitors of human COUP-TFII (NR2F2) | HEK293T NGFI-A luciferase reporter, luminescence | inhibition, % at 8.6 µM | actives 0.7% (n = 370,000);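 active = inhibition above a per-plate cutoff, mean inhibition of test wells between control levels plus 3 SD, cut at about 38% in these data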;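 also: cells cotransfected with COUP-TFII expression vector driving the NGFI-A reporter; 0% = median of COUP-TF2 test wells and 100% = reporter-only cells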
NCOA2 inhibitor – human SRC2 (NCOA2) inhibition. Q15596. HEK293 GAL4-SRC2 luciferase reporter, luminescence. inhibition, % at 9 µM. actives 0.17% (n = 370,000). AID 651957;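 active = inhibition above the mean inhibition of all tested compounds plus 3 SD, set per campaign, cut at about 52% in these data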;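 also: 0% = DMSO treated cells and 100% = cells given Gossypol at 36 µM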
ABHD5 PLIN5 PPI – inhibitors of human ABHD5-perilipin-5 interaction | inhibition, % at 4 µM | actives 0.78% (n = 360,000) | Split G. princeps luciferase complementation, luminescence, 4 h;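 active = inhibition above the mean inhibition across every tested compound plus 3 SD, cut at about 22% in these data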;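 also: 0% = DMSO only wells and the 100% control is not disclosed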
SRC3 inh – inhibitors of human steroid receptor coactivator 3 (SRC3); Q9Y6Q9; HEK293 GAL4-SRC3 luciferase reporter, luminescence; inhibition, % at 3.6 µM; actives 0.17% (n = 360,000);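 active = inhibition above a per-campaign cutoff, the mean of all compounds plus 3 SD, cut at about 60% in these data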;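 also: 0% = DMSO-treated cells and 100% = gossypol-treated cells at 36 µM; higher means less SRC3-driven luciferase light from the GAL4 reporter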
Target sequence (Q9Y6Q9 whole entry, looked up, the tested form may be a part): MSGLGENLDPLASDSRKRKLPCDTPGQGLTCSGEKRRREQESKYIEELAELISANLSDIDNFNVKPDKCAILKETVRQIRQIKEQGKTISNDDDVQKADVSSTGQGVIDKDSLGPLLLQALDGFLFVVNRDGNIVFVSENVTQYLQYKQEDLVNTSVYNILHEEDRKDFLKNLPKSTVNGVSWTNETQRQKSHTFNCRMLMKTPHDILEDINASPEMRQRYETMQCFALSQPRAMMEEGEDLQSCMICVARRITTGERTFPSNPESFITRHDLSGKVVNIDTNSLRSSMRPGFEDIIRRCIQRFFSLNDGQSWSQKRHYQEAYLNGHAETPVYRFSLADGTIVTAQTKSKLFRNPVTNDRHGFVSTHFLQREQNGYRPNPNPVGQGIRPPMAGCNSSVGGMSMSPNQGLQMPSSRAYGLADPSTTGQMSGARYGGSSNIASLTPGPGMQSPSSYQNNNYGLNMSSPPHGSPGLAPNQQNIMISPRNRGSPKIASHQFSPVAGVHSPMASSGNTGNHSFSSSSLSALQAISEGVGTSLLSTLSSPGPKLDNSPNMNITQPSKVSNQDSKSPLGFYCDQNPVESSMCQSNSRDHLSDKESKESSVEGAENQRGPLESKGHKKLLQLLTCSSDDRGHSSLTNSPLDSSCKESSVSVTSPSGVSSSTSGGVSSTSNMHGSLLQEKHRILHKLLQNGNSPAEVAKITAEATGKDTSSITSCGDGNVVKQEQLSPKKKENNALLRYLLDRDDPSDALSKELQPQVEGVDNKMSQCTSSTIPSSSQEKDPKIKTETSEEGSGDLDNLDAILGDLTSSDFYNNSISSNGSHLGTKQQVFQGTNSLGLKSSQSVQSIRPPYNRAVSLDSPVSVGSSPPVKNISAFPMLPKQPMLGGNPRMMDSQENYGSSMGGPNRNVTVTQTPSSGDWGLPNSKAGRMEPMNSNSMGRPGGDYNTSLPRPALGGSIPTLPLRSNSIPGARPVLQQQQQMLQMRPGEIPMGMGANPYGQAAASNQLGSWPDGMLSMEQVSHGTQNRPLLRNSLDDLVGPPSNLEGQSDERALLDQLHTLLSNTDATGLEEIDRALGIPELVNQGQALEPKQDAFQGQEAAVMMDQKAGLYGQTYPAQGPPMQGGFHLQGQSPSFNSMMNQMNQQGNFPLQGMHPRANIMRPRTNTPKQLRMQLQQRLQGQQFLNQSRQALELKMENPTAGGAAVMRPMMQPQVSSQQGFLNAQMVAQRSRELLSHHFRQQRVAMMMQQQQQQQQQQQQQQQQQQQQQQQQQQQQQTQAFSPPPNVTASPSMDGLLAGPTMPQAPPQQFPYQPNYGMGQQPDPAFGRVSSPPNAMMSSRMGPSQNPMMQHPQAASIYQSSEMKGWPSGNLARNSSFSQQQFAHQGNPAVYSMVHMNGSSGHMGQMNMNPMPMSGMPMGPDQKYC
MC4R antagonist – blocks human MC4R cAMP signaling. actives 0.48% (n = 360,000). inhibition, % at 6.5 µM. P32245. MC4R-expressing cells, MTII-stimulated cAMP, LANCE TR-FRET;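 active = inhibition above its plate's cutoff, the mean of tested wells on that plate plus 3 SD, cut at about 29% in these data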;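 also: 0% = Melanotan II alone and 100% = Melanotan II plus saturating MCL0020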
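System: U2OS-MC4R stable cell line; Technique: Eu-cAMP/anti-cAMP TR-FRET, emission 671 nm; Repeats: single well per compound; Also added: Melanotan II; Dosing: one concentration, 6.5 µM nominal; Schedule: 30-min compound, 1-h challenge, 1-h detection, room temperature.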
MC4R barr agon – agonists of human melanocortin 4 receptor (MC4R) beta-arrestin; activation, % at 8.9 µM; P32245; U2OS MC4R beta-arrestin complementation, luminescence; percent of melanotan II response, DMSO zero; AID 540308; actives 0.98% (n = 360,000);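 active = activation above a per-plate cutoff, the mean activation of sample wells on that plate plus 3 SD, cut at about 8% in these data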
SRC1 inh – inhibits human SRC1 coactivator; Q15788; HEK293 GAL4-SRC1 luciferase reporter, luminescence; inhibition, % at 3.6 µM; actives 0.12% (n = 360,000); AID 588354;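 active = inhibition above the campaign mean plus 3 SD, with each screening campaign given its own cutoff, cut at about 60% in these data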;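 also: 0% = DMSO treated cells and 100% = gossypol at 36 µM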
LRH-1 inv ag – inverse agonists of human LRH-1 (NR5A2) | O00482 | HEK293T StAR-luciferase reporter, LRH-1 transfected, 24 h | inhibition, % at 3.6 µM | actives 0.13% (n = 360,000) | AID 602396;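 active = inhibition above the mean inhibition of all tested compounds plus 3 SD, cut at about 73% in these data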;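 also: 0% = DMSO wells and 100% = reporter-only cells lacking LRH-1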
TLR9-MyD88 inh – TLR9-MyD88 interaction inhibition. CHO BLA complementation TLR9-MyD88, CCF4 FRET ratio. inhibition, % at 4.98 µM. actives 0.21% (n = 340,000). Q9NR96+Q99836. AID 504734;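 active = inhibition above the mean over all tested compounds plus 3 SD, cut at about 21% in these data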;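 also: 0% = DMSO only wells and 100% = clavulanate BLA inhibitor control wells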
NOD2-RIPK2 inh – NOD2-RIPK2 protein interaction inhibition | O43353 | CHO BLA complementation NOD2-RIPK2, CCF4 ratio | inhibition, % at 4.98 µM | actives 0.38% (n = 360,000) | AID 624267; in the data active = inhibition above about 21%;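 also: 0% = vehicle only and 100% = reference blocker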
LMP1 NFkB inh – inhibitors of Epstein-Barr LMP1-induced NF-kappaB reporter; inhibition, % at 12.5 µM; LMP1-induced NF-kappaB luciferase reporter cells, luminescence; AID 504558; actives 0.69% (n = 350,000); in the data active = inhibition above about 41%;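 also: 0% = neutral control wells and 100% = reference inhibitor control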
An asterisk follows results filed as active; . = no result given; & = joins results of further samples.

SMILES	NR2F2 inh	NCOA2 inhibitor	ABHD5 PLIN5 PPI	SRC3 inh	MC4R antagonist	MC4R barr agon	SRC1 inh	LRH-1 inv ag	TLR9-MyD88 inh	NOD2-RIPK2 inh	LMP1 NFkB inh
CSc1cccc(NC(=O)C2CC(=O)N(c3ccc4c(c3)OCCO4)C2)c1 (stereo not given)	-13.8	1.6	6.1	8.0	7.6	-0.5	-1.8	17.6	-3.3	6.6	-1.7
CCOC(=O)Cc1nnc(NC(=O)CSc2ncc(-c3ccccc3)nn2)s1	9.2	5.3	0.5	8.7	2.5	-0.7	11.8	-15.1	2.5	0.3	-3.6
COc1ccc(Br)cc1C(=O)Nc1cccc(-c2nnc(-c3ccco3)o2)c1	-25.3	1.8	-1.5	17.5	3.3	4.5	1.4	-0.1	3.9	4.8	-3.3
COC(=O)c1cnn(-c2ccccc2)c1N	-4.5	-39.6	3.6	9.7	1.0	-2.3	0.2	-6.0	5.9	9.6	2.6
CCOC(=O)Cn1c(C)cc(COC)c(C#N)c1=O	-14.4	0.8	-9.6	14.7	-5.7	0.8	3.6	-18.8	-8.8	-5.7	-5.5
Nc1c(Cl)cc(-c2csc(N3CCCC3c3nc4cc(Cl)c(N5CCCCC5)cc4n3CCOCCO)n2)cc1Cl (stereo not given)	-0.4	-26.7	-3.7	-0.8	8.3	1.6	5.4	-9.8	0.3	-8.6	12.6
O=c1c2ccsc2ncn1Cc1ccccc1F	11.6	-7.1	2.6	-8.4	-3.6	-0.4	-17.4	-1.9	15.7	-10.4	-1.6
COc1ccc(OC)c(-c2csc(NC(=O)Cc3ccc(OC)c(OC)c3)n2)c1	14.2	4.4	2.0	-23.4	0.2	0.6	4.9	-7.4	-2.9	1.9	14.3
COc1ccc(C(=O)COC(=O)c2ccccn2)cc1OC	-15.5	-15.1	0.3	9.0	-2.5	-2.4	-4.0	0.1	-1.2	-6.0	4.6
COc1ccc(Oc2nccc(-c3ccc(F)cc3)c2C#N)cc1	2.1	3.3	3.7	-23.8	4.1	1.1	-29.4	-106.9	1.5	-6.6	-11.5
CCN(CC)C(=O)C(=O)c1cccn1-c1c(Cl)cccc1C#N	14.1	-14.8	-0.7	11.5	-5.6	0.9	2.1	-15.4	-4.0	-0.1	2.1
CN1CCN(C(=O)c2ccc(F)c(F)c2)CC1	-9.0	5.1	1.2	-2.5	6.2	-3.1	-3.2	-12.2	-1.8	-5.4	-1.1

The last two records of the section above come first, to join the parts:
SMILES	NR2F2 inh	NCOA2 inhibitor	ABHD5 PLIN5 PPI	SRC3 inh	MC4R antagonist	MC4R barr agon	SRC1 inh	LRH-1 inv ag	TLR9-MyD88 inh	NOD2-RIPK2 inh	LMP1 NFkB inh
CCN(CC)C(=O)C(=O)c1cccn1-c1c(Cl)cccc1C#N	14.1	-14.8	-0.7	11.5	-5.6	0.9	2.1	-15.4	-4.0	-0.1	2.1
CN1CCN(C(=O)c2ccc(F)c(F)c2)CC1	-9.0	5.1	1.2	-2.5	6.2	-3.1	-3.2	-12.2	-1.8	-5.4	-1.1
O=c1oc(-c2ccccc2)nc2ccsc12	-14.9	-71.3	3.9	-11.2	10.4	-1.6	-29.9	-4.6	-2.6	-9.6	-2.9
O=C(O)CCSc1nnc(CNc2ccc(Cl)cc2)n1Cc1ccccc1	13.3	-12.1	1.2	19.0	4.9	0.0	4.5	0.8	-7.3	-4.0	-6.5
O=C(Nc1nnc(C2CC2)s1)C1CCCCN1S(=O)(=O)c1ccccc1 (stereo not given)	0.5	12.5	0.3	-38.9	6.4	-1.7	-24.6	-4.6	-0.6	-13.5	-5.7
O=C(C[C@H]1C(=O)N(C2CCCCC2)C[C@@H]1Cc1ccccc1)Nc1ccccc1	-11.1	11.3	5.4	8.6	0.1	0.4	10.9	2.6	1.1	-2.3	-0.8
CC(=O)NCCC(=O)Nc1nc(-c2ccc3c(c2)OCCO3)cs1	-20.0	-22.6	-7.4	-4.5	-1.9	-4.6	3.5	-12.9	-5.3	-5.2	-4.0
CCc1ccc(NC(=S)NC2CCN(Cc3ccccc3)CC2)cc1	-2.0	11.2	-1.8	26.6	18.0	6.7	14.6	9.2	-4.1	-13.8	5.2
CCC(C)NC(=O)c1ccccc1NC(=O)Nc1ccccc1 (stereo not given)	2.7	1.8	-6.9	4.9	22.4	-2.2	-7.9	-1.8	-0.4	2.8	1.7
O=C(CN1CCN(C(=O)c2ccco2)CC1)NCc1ccc(Cl)cc1	0.4	-11.3	-6.1	12.5	9.4	-1.9	0.9	-6.4	-4.0	8.0	2.3
c1ccc(CSc2ncccn2)cc1	1.7	-27.0	-8.8	11.4	4.6	-2.4	-54.9	-16.5	6.0	-8.6	7.8
CC1CCCC(C)N1CCCNC(=O)CN1C(=O)c2cccnc2Oc2ccc(Cl)cc21 (stereo not given)	-5.1	9.6	1.3	-2.2	0.2	-1.3	-5.4	10.0	4.5	0.6	6.8
COc1ccccc1C(=O)Nc1ccccc1C(=O)Nc1ccccc1	15.8	-1.1	-0.8	0.4	-0.5	-1.3	-1.7	-4.0	.	0.2	.
CCOc1ccccc1CNc1ccc(O)cc1	7.6	-4.5	-17.5	9.8	-8.6	-5.3	-1.3	0.5	2.8	-9.7	-5.2

The final 3 compounds of the part before come first, to join the parts:
SMILES	NR2F2 inh	NCOA2 inhibitor	ABHD5 PLIN5 PPI	SRC3 inh	MC4R antagonist	MC4R barr agon	SRC1 inh	LRH-1 inv ag	TLR9-MyD88 inh	NOD2-RIPK2 inh	LMP1 NFkB inh
CC1CCCC(C)N1CCCNC(=O)CN1C(=O)c2cccnc2Oc2ccc(Cl)cc21 (stereo not given)	-5.1	9.6	1.3	-2.2	0.2	-1.3	-5.4	10.0	4.5	0.6	6.8
COc1ccccc1C(=O)Nc1ccccc1C(=O)Nc1ccccc1	15.8	-1.1	-0.8	0.4	-0.5	-1.3	-1.7	-4.0	.	0.2	.
CCOc1ccccc1CNc1ccc(O)cc1	7.6	-4.5	-17.5	9.8	-8.6	-5.3	-1.3	0.5	2.8	-9.7	-5.2
COc1cc(NC(=O)CC(C)C)ccc1NC(=O)c1ccco1	-35.1	-50.3	-2.0	-62.4	1.1	-0.1	-64.7	-73.6	7.8	-2.8	-10.6
COCCN(C(=O)/C=C/c1ccccc1)c1nnc(-c2cccnc2)s1	5.8	12.3	2.6	3.2	3.5	-0.4	-3.1	-21.1	-0.6	-1.2	1.9
Nc1ccc2nn(-c3ccc(F)cc3)nc2c1	-56.7	-26.6	-5.8	-79.8	3.0	1.3	-135.5	-70.3	8.3	0.4	-12.6
N[C@@H](Cc1ccc(O)cc1)c1nnc([C@H](CO)NC(=O)C2CCNCC2)o1	2.1	4.5	-2.1	-0.4	6.9	0.7	-3.8	-3.9	4.1	5.5	10.3
CC1CCCC(C(=O)O)N1C(=O)CCSC(=O)c1ccccc1 (stereo not given)	22.0	9.1	-0.6	-9.2	16.9	-0.7	6.5	7.8	-10.7	3.2	-2.8
Cc1cc(SCC(=O)O)nc2ccccc12	21.2&6.5	-8.8&-10.9	7.5&-2.7	-8.8&0.9	4.2&2.4	-1.1&-3.1	-20.1&10.6	9.2&-3.8	-5.0&-7.3	-6.0&-4.8	-7.4&-1.6
C[C@@H]1CN([C@H](C)CO)C(=O)CCCn2cc(nn2)CO[C@H]1CN(C)S(=O)(=O)c1ccccc1	7.8	12.8	-6.2	-10.8	15.0	0.8	-3.0	-10.5	-10.3	9.7	4.7
CCCCN(CCCC)Cc1ccc(C(=O)NNC(=O)Nc2ccc(Cl)cc2)o1	4.6	-3.2	12.1	15.5	-4.2	-1.9	-3.7	14.4	-8.2	0.3	0.5
O=C(NNC(=O)c1cccc2ccccc12)c1cccc(Br)c1	11.4	-24.0	-6.5	-28.2	-2.4	-1.7	-3.7	0.8	2.3	-0.1	2.1
CCCC(=O)N1CCCC1(C)C(=O)Nc1cc(OC)c(OC)c(OC)c1 (stereo not given)	-13.2	-10.3	-4.9	6.2	-2.1	-0.8	-0.2	8.8	.	-6.6	.
Cc1ccc(C(=O)COC(=O)c2cc(=O)[nH]c3ccccc23)cc1C	-23.4	-26.0	-0.7	-15.0	-3.0	6.7	-59.0	7.1	-4.3	-0.2	-8.6
O=C(CCC1CCCCC1)NCc1ccncc1	0.0	9.3	2.4	-12.5	7.9	1.5	-7.9	17.2	2.2	-4.8	-8.2
Cc1cccc(Nc2cnn(C34CC5CC(CC(CC(=O)O)(C5)C3)C4)c(=O)c2Cl)c1	-5.4	-0.9	-2.2	10.9	1.1	-2.3	1.6	-1.2	-6.0	2.2	-6.7
COc1cc(/C=C/C(=O)O)cc(S(=O)(=O)Nc2cc(Cl)c(Cl)cc2Cl)c1OC	0.6	7.7	-3.0	6.5	17.3	1.8	3.3	-3.1	-5.0	-2.9	-5.0
N#C/C(=C/c1ccc(N2CCOCC2)o1)c1nc2ccccc2[nH]1	-9.8	-73.2	27.3*	-126.6	-5.4	-0.4	-137.6	-111.1	15.4	8.4	-3.2
O=C(O)CNC(=O)c1ccc(S(=O)(=O)N2CCOCC2)cc1	-5.3	-23.3	6.2	17.9	-3.9	-1.0	-6.3	-7.8	0.4	0.7	2.2
CN(CC1CCN(CCc2cccc(C(F)(F)F)c2)CC1)C(=O)c1ccc(F)cc1F	12.1	-4.3	2.0	-3.5	17.1	0.3	14.0	-8.5	-6.0	5.7	2.0

The list is partial, so the mix of outcomes need not match the whole.
